# From PubChem
# NPR1 activator: GC-A stimulated cGMP production enhancers – HEK293 GC-A cells, cGMP TR-FRET, EC30 ANP, primary screen; Atrial natriuretic peptide receptor 1 (Homo sapiens), P16066; 0% at EC30 ANP, 100% saturating ANP; activation, % at 10 µM; hit rate 0.14% among 370,000; AID 1671463, 2021; in the data active means activation above about 40%
# GAA850 FXN act: FXN promoter activators, primary screen, cell-based, luciferase luminescence, HEK293 lucGAA850; activation, % at 6 µM; hit rate 0.56% among 360,000; AID 540364, 2011; HEK293 lucGAA850 FXN promoter luciferase reporter, 24 h; percent of 10 µM SAHA response;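 active means activation above the average of all compounds screened plus 3 SD, cutoff fixed separately per campaign, cut at about 7.5% in these data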;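 further: 0% = DMSO wells and 100% = 10 µM SAHA wells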
# sPLA2-III inh: human group III sPLA2 inhibitors, primary screen, biochemical, QFRET, BODIPY PC-A2 liposome substrate; Group 3 secretory phospholipase A2 (Homo sapiens), Q9NZ20; QFRET BODIPY PC-A2 liposome hydrolysis, fluorescence; inhibition, % at 12.2 µM; hit rate 0.56% among 370,000; AID 743126, 2013;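 active means inhibition above mean plus 3 SD of compounds lying within the high and low control bounds, cut at about 19% in these data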;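 further: 0% = median of test compound wells and 100% = no enzyme DMSO wells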
# Target sequence (Q9NZ20 whole entry, looked up): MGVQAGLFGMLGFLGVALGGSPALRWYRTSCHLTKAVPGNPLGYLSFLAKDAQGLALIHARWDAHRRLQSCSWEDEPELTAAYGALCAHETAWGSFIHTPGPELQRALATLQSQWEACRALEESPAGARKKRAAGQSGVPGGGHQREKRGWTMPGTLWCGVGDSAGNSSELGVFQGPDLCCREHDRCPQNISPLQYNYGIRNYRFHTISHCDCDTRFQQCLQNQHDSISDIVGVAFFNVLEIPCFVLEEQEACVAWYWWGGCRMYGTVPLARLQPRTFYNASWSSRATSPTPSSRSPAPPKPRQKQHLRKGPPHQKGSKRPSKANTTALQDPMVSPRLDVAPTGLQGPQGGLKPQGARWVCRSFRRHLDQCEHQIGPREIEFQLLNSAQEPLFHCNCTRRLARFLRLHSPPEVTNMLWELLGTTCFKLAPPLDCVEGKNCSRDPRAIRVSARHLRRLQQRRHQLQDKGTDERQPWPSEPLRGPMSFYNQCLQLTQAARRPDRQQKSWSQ
# DAX1 inh-1: DAX1 (NR0B1) inhibitors on StAR promoter, primary screen, cell-based, luminescence, SF-1 (NR5A1), full-length DAX-1. HEK293T StAR-luciferase reporter, SF-1/DAX-1 repression relief. hit rate 1.1% among 370,000. AID 652010, 2013. inhibition, % at 6.8 µM;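 active means inhibition above the mean over all tested compounds plus 3 SD, cut at about 3.6% in these data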;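 further: 0% = DAX-1 cells with DMSO and 100% = cells lacking DAX-1 with DMSO; higher inhibition means more luminescence from relief of DAX-1 repression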
# hgDAF12 agonist: H. glycines DAF-12 receptor agonists, primary screen, cell-based, luminescence, HEK293, GAL4 fusion, UAS-luciferase | HEK293 GAL4-hgDAF12 UAS-luciferase reporter, agonist luminescence; normalized to butyrate control | activation, % at 6.8 µM | hit rate 1.8% among 370,000;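 active means activation above a cutoff set at the mean of all screened compounds plus 3 SD, cut at about 10% in these data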;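 further: 0% = DMSO wells and 100% = sodium butyrate wells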
# NPR2 activator: human GC-B receptor activators, primary screen, HEK293 GC-B cells, cGMP TR-FRET, EC30 CNP; Atrial natriuretic peptide receptor 2 (Homo sapiens), P20594; 0% at EC30 CNP, 100% saturating CNP; activation, % at 10 µM; hit rate 0.11% among 370,000; AID 1920062, 2024;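 active means activation at 10 µM reaching about 35% in either raw or pattern-adjusted values, limit read from the data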
# ADAM10 inh: human ADAM10 inhibitors, primary screen, biochemical, QFRET, HTS; hit rate 0.62% among 370,000; recombinant ADAM10, EDANS/DABCYL FRET peptide cleavage, 3 h; inhibition, % at 7 µM;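 active means inhibition above a per-campaign cutoff equal to the mean of compounds falling between control-based bounds plus 3 SD, cut at about 20% in these data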;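 further: 0% = DMSO wells while the 100% control is not disclosed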
# ssDAF12 agonist: S. stercoralis DAF-12 nuclear receptor activators, primary screen, cell-based, luminescence, HEK293, GRIP1 co-expression, lit1-tk-luc | HEK293 ssDAF-12/GRIP1 lit1-tk-luc reporter; % of 3 µM dafachronic acid response | activation, % at 6.8 µM | Nuclear hormone receptor DAF-12 (Strongyloides stercoralis) | hit rate 1% among 370,000;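 active means activation above the mean over all tested compounds plus 3 SD, cut at about 0.9% in these data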;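 further: 0% = DMSO-only wells and 100% = 3 µM delta7-dafachronic acid wells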
# hcDAF12 agonist: H. contortus DAF-12 nuclear receptor activators, primary screen, cell-based, luminescence, HEK293, lit1-tk-luc reporter. HEK293 hcDAF-12 lit1-tk-luc reporter; 0% DMSO, 100% Δ7-dafachronic acid. hit rate 1.4% among 370,000. activation, % at 6.8 µM;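 active means activation above the mean of all tested compounds plus 3 SD, cut at about 5.5% in these data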;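 further: 100% = response to 3 µM Δ7-dafachronic acid high control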
# DAX1 inh-2: DAX1 (NR0B1) inhibitors, primary screen, cell-based, HEK293, Gal4-DAX1, luciferase luminescence; Nuclear receptor subfamily 0 group B member 1 (Homo sapiens), P51843; HEK293 Gal4-DAX1 luciferase reporter; inhibition, % at 6.75 µM; hit rate 0.99% among 340,000; AID 504766, 2011;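 active means inhibition above the mean over all tested compounds plus 3 SD, cut at about 4.2% in these data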;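 further: 0% = DAX1-transfected cells with DMSO and 100% = empty-vector control cells with DMSO; inhibition shows as a rise in luminescence from relieved DAX1 repression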
# Target sequence (P51843 207-470 limits assumed): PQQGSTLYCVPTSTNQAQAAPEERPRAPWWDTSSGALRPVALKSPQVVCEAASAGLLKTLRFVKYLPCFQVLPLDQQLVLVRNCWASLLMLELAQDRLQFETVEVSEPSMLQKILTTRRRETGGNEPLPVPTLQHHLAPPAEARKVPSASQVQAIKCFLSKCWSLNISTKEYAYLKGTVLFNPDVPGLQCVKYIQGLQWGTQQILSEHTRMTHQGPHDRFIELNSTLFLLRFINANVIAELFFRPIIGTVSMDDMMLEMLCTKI
# SMARCA2 activ: SMARCA2 (BRM) function activators, primary screen, cell-based, luminescence, high throughput. MG213 cells, MMTV-luciferase reporter, dexamethasone, overnight. activation, % at 9.1 µM. hit rate 1% among 370,000. AID 652017, 2013; in the data active means activation above about 7.8%;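 further: 0% = vehicle wells and 100% = reference activator wells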
# * hit, by the source's call; i = inactive; · = not tested or not shown.
SMILES,NPR1 activator,GAA850 FXN act,sPLA2-III inh,DAX1 inh-1,hgDAF12 agonist,NPR2 activator,ADAM10 inh,ssDAF12 agonist,hcDAF12 agonist,DAX1 inh-2,SMARCA2 activ
CN(CCc1ccccc1)C(=O)c1ccc2c(c1)ncn2C1CCCCC1,4,·,-1,-1.1,-3.7,1,-10,-1.6,-2.6,·,-5
CCN(CC)c1ccc(NC(=O)c2ccc3c(c2)OCO3)c(C)c1,-4,0.3,3,-0.2,0.1,1,-1,-1.3,-1.6,0.4,-1
Cc1ccc(S(=O)(=O)N2CCN(C(=O)c3ccccc3)CC2)cc1,-3,0.1,1,-0.5,-0.7,-2,1,-2.0,-0.1,-1.4,2
CC(=O)Nc1ccc(S(=O)(=O)NCCC(=O)Nc2ncccc2C)cc1,1,0.4,-3,0.4,-2.1,-2,-4,-0.7,0.4,-0.7,-2
CCN(CC(=O)Nc1cc(Cl)ccc1C)C(=O)C1CCN(c2ncnc3sc(C)c(C)c23)CC1,-5,-2.4,-37,-2.1,-6.6,0,15,-1.3,-2.6,-0.8,-2
O=C(NNc1cccc(Cl)n1)c1ccc(Cl)cc1Cl,-2,3.5,17,-0.3,5.0,2,0,-1.3,2.0,0.7,2
CCNc1nc(N)nc(Oc2ccc(OCCOc3ccccc3)nn2)n1,3,3.1,3,-0.9,-4.0,5,-8,-0.8,-2.2,-0.3,0
COc1ccccc1NC(=O)CN1CCN(CC(=O)Nc2ccc(OC)c(OC)c2)CC1,-4,0.3,-1,-0.8,-0.6,8,-2,-1.4,-1.1,0.7,3
COc1ccc(/C=C2/CCC(CN3CCOCC3)C2=O)cc1 (configuration not stated),-26,2.7,7,-2.7,2.2,-10,-19,-1.3,0.3,-0.1,-11
CCOc1ccc(NC(=O)C(C)Oc2ccc(C#N)cc2)cc1S(=O)(=O)N1CCCC1 (configuration not stated),1,1.3,0,0.0,-3.2,0,-16,-1.2,-0.4,-1.1,-2
N#C/C(=C/c1ccccc1[N+](=O)[O-])C(=O)NCc1ccco1,-4,0.0,4,-0.3,0.9,0,-20,-0.3,0.8,0.0,-2
CCOC(=O)[C@]12CCC=C1N(Cc1ccco1)C(=O)[C@H](CC(=O)NCc1ccccc1)C2,3,·,-13,-0.3,2.7,3,-16,-1.1,-0.5,·,-7
COc1cc(/C=C2\SC(=S)N(CCC(=O)Nc3ccc(O)cc3)C2=O)cc(OC)c1OC,0,-1.4,-7,-0.1,5.8,9,-2,-1.0,-2.0,0.5,-2
CCCn1c(N2CCN(CC(=O)c3c(C)n(C)c4ccc(OC)cc34)CC2)nc2c1c(=O)[nH]c(=O)n2C,-1,2.6,5,-1.1,-1.4,0,-2,-0.9,-1.9,-1.8,-4
COc1ccc(NC(=O)Nc2cc(C)ccc2F)cc1OC,2,5.0,4,0.6,2.9,-3,-6,-1.7,1.1,0.1,-1
O=C(CN(C(=O)c1csnn1)c1ccc(F)cc1)NCCc1ccccc1,2,0.2,-4,-0.1,0.4,-1,-1,-0.5,-1.5,-0.2,0
N#C/C(=C/c1cc[nH]c1)C(N)=S,-3,-0.5,6,-0.9,-0.7,-1,5,-0.9,-0.1,1.8,8.6*
CCn1c(SCC(=O)N/N=C/c2ccc(O)c(OC)c2)nc2ccccc21,3,-1.4,-5,0.1,2.2,-7,-3,0.7,1.1,-0.4,1
O=C(CNCc1ccccn1)Nc1cc(C(F)(F)F)ccc1N1CCOCC1,-1,0.5,3,0.2,-2.6,-1,1,-1.6,-1.4,-1.7,3
COc1cccc(NC(=O)Cn2c(CCC(=O)O)ccc2-c2ccc(C)cc2)c1,0,0.5,-27,0.1,-0.6,-1,-101,-1.4,0.1,-1.6,-4
COCCCNCCC(CCC(C)C)c1ccc2c(c1)OCO2 (configuration not stated),-41,-2.3,-7,0.0,2.7,-24,0,-0.9,1.0,·,-5
CCOc1ccccc1C(=O)Nc1nnc(SCC(=O)N2CCCC2)s1,2,1.3,2,-0.9,1.2,3,11,-1.2,-1.8,1.6,-5
COc1ccccc1C(=O)Nc1nnc(-c2ccc3c(c2)CCCC3)o1,-4,0.7,-17,-0.6,4.4,2,3,0.2,-1.8,-0.3,-1
CCOc1cc(N2CCOCC2)c(OCC)cc1NC(=O)c1cc(S(=O)(=O)N2CCOCC2)ccc1C,5,2.9,5,-0.6,-3.8,6,-14,-0.9,-2.3,-0.5,-1
O=c1[nH]cccc1-c1nc2ccccc2[nH]1,8,-1.0,-1,0.9,3.8,-1,i,-0.5,3.1,3.8,2
SMILES,NPR1 activator,GAA850 FXN act,sPLA2-III inh,DAX1 inh-1,hgDAF12 agonist,NPR2 activator,ADAM10 inh,ssDAF12 agonist,hcDAF12 agonist,DAX1 inh-2,SMARCA2 activ
CCOc1cc(NC(=O)c2cccs2)c(OCC)cc1NC(=O)c1cccnc1,2,0.6,-1,0.8,-3.6,1,6,-1.6,-0.8,-0.5,-4
O=C(N/N=C/c1cc(Br)cs1)c1ccccc1[N+](=O)[O-],6,-0.5,2,-1.0,-2.0,2,6,-1.6,-1.4,-0.6,-5
COc1ccc(C2Nc3ccccc3C(=O)N2Cc2ccccc2)cc1 (configuration not stated),-14,-1.8,1,-0.2,-3.4,-14,i,-1.5,-0.4,0.0,1
Clc1cccc(N2CCN(Cc3ccc(Br)o3)CC2)c1,-3,-0.7,3,-1.2,-0.4,0,4,-1.1,-1.7,0.0,2
Cc1cccc(C)c1NC(=O)CNC(=O)c1c(C)nn(-c2ccccc2)c1Cl,0,-0.4,2,-0.2,-1.7,-3,-4,-0.7,-1.4,0.0,3
CCOc1cc(/C=C\c2nc(O)c([N+](=O)[O-])c(=O)[nH]2)ccc1OC(C)CC (configuration not stated),-3,-0.6,-4,-0.3,0.7,2,4,-0.1,2.6,-1.1,-1
O=C(c1ccccc1)c1c(O)cc(-c2ccccc2)oc1=O,1,2.2,13,-0.2,3.8,5,4,-0.6,-0.3,-0.8,-3
CCn1cc(CN(C)C(=O)/C=C/c2ccc([N+](=O)[O-])cc2)c(C)n1,-1,0.1,17,-0.5,-0.2,-5,1,-0.8,-1.7,-0.8,-5
CCN1C(=O)[C@H]2[C@H]3CN=C(SCc4ccccc4)N3[C@@](CC)(C(=O)OC)[C@H]2C1=O,2,2.0,-2,0.6,-0.6,0,5,-0.9,0.3,-0.9,3
O=C(CSc1nnc(-c2ccc(Cl)s2)o1)N1CCCc2ccccc21,-3,-1.7,2,1.3,0.3,-9,-4,-1.1,-0.7,0.5,1
COc1ccc(C2C(C(C)=O)=C(O)C(=O)N2CCc2c[nH]c3ccccc23)cc1 (configuration not stated),0,-0.3,-12,-0.2,1.1,2,-3,-0.8,-0.5,0.7,1
CC1CCCCC1NC(=O)C1CCN(S(=O)(=O)c2ccc(-n3cnnn3)cc2)CC1 (configuration not stated),-1,-0.6,5,-0.1,1.0,3,1,-1.6,-0.8,-0.3,-1
COc1cccc(CNC(=O)c2cnc(-c3ccccn3)nc2C(F)(F)F)c1,0,-1.0,0,-0.2,3.7,0,5,-1.1,-2.2,-0.4,5
COc1ccc2nc(SCC(=O)Nc3c(C)cccc3C)[nH]c2c1,0,0.1,-8,-0.1,-2.5,1,6,-1.1,-0.2,0.1,-3
O=C(c1ccc(F)cc1)N1CCCC(C(=O)N2CCc3ccccc3C2)C1 (configuration not stated),2,0.6,15,0.0,-3.4,-3,4,-1.3,-0.5,0.7,-8
O=C(CCCCn1c(=O)[nH]c2ccccc2c1=O)NC1CCN(Cc2ccccc2)CC1,4,-0.8,0,-1.2,-2.1,-10,-18,-1.3,-2.1,-0.3,5
NS(=O)(=O)c1ccc(NC(=O)C2CCCO2)cc1 (configuration not stated),-1,·,5,-0.2,1.1,1,10,-1.2,-0.4,·,0
COc1cc(-c2noc(C)c2C(=O)NCCCn2ccnc2)cc(OC)c1OC,-3,0.3,-1,0.0,-0.8,-3,-4,-1.2,-1.4,3.0,-1
CC(C)n1cnnc1SCC(=O)NCC(=O)Nc1ccc(F)cc1,5,1.5,-6,1.1,-0.3,4,-4,-1.6,0.1,0.7,7
C#Cc1ccc(CN2CCC(C(=O)Nc3ccc(Oc4ccccc4)nc3)CC2)cc1,-1,-0.1,-23,-1.2,-2.8,-5,0,-1.7,-3.4,-1.1,-8
Cc1ccc(NS(=O)(=O)c2ccc(C)c(C(=O)N3CCOCC3)c2)cc1,0,0.2,4,1.6,1.2,-3,5,-1.1,-1.4,-0.1,-1
Cc1cccc2sc(NNC(=O)c3ccc4c(c3)OCCO4)nc12,5,1.6,19,-0.3,0.8,-5,13,0.0,9.4*,1.8,-1
O=C(Nc1ccccc1C(=O)O)c1cccc(N2C(=O)c3ccccc3C2=O)c1,-2,1.2,0,0.1,-0.6,-2,6,-0.4,-0.6,-1.4,-1
O=S(=O)(NC1CC1)c1ccc2c3c(cccc13)CC2,-5,0.5,-13,-0.6,0.0,3,-23,-0.9,-2.1,-0.6,-3
CCCC(C(=O)NC1CCCC1)N(Cc1ccc(F)cc1)C(=O)c1snc(C(N)=O)c1N (configuration not stated),-16,-2.6,-1,-0.4,-3.0,-6,-102,-1.6,-2.3,-0.3,-1
Cc1ccnc(NS(=O)(=O)c2ccc(NS(C)(=O)=O)cc2)n1,3,1.3,13,0.1,0.5,2,-8,-1.4,0.5,-0.8,-5
Cn1cc(CN2CCN(Cc3ccccc3)CC2)c(-c2cccc(Cl)c2)n1,-13,0.8,-2,0.5,3.0,-11,-8,-0.8,-0.9,-1.1,-4
NC(=O)/C(=C/c1ccc2c(c1)OCO2)NC(=O)c1ccco1,-4,1.0,3,-0.2,4.6,2,6,-0.7,-0.6,1.9,2
CCOc1ccc2nc(SCC(=O)NC3CCS(=O)(=O)C3)[nH]c2c1 (configuration not stated),-4,2.5,-6,0.4,0.6,-11,6,-1.6,2.0,-0.3,2
COc1ccc(C2OCCNC3C2C(=O)N(Cc2ccc(OC)cc2OC)C3Cc2ccccc2)cc1 (configuration not stated),-12,·,3,·,-0.7,-19,-4,-1.6,-2.2,·,·
